Bioassay records as filed in PubChem.
P. falciparum M17LAP – P. falciparum M17LAP inhibitors, primary screen, biochemical, fluorogenic H-Leu-NHMec substrate, 1536-well (AID 1619); 220,000 tested, 0.38% active; Leucine aminopeptidase (Plasmodium falciparum (isolate 3D7)); recombinant M17LAP, H-Leu-NHMec fluorogenic kinetic assay; higher % means a stronger effect; inhibition, % at 30 µM; hits with a dose series show IC50 in µM;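 active means compound inhibiting the enzyme by more than half at any dose during confirmatory dose-response retesting; inconclusive means strong single-dose inhibitors picked by rank but not retested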;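 further: plate controls were full reaction with DMSO carrier for no effect and no enzyme background for full effect; strong numbers were not always called active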
P. falciparum M1AAP – P. falciparum M1AAP inhibitors, biochemical, fluorogenic H-Leu-NHMec substrate, 1536-well (AID 1445); 220,000 tested, 0.42% active; recombinant M1AAP, H-Leu-NHMec fluorogenic kinetic assay; higher % means a stronger effect; Aminopeptidase N (Plasmodium falciparum (isolate 3D7)); one-dose inhibition, % at 30 µM; IC50 in µM for titrated hits;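 active means primary inhibition above the hit cutoff, then over 50% inhibition at one or more dose response concentrations, cut at about 23% in these data, passing the limit was not always enough; inconclusive means conflicting primary data, or primary hits not chosen for dose response; inactive means low primary inhibition, or under 50% at every dose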;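 further: plate controls were DMSO full reaction for no effect and no enzyme background for full effect; strong numbers were not always called active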
West Nile antiviral – West Nile virus antiviral activity, cell-based, CPE readout (AID 1621); West Nile virus-infected cells, CPE inhibition; higher % means a stronger effect; one-dose CPE inhibition, % at 10 µM; IC50 in µM for titrated hits; 290,000 tested, 0.02% active; in the data active means a potency from the dose series; inconclusive means CPE inhibition mostly from about 3.7% at the one dose, without a potency; inactive means the rest, 99 in 100 with CPE inhibition below about 2.2%; further: strong numbers were not always called active
human PMI inhibition – inhibitors of human PMI, primary screen, biochemical, fluorescence intensity, coupled assay (AID 1209); inhibition, % at 20 µM, or IC50 in µM where a hit was titrated; 190,000 tested, 0.42% active; Mannose-6-phosphate isomerase (Homo sapiens); purified PMI enzyme, coupled fluorescence intensity; higher % means a stronger effect;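 further: plate controls were DMSO vehicle for no effect and wells lacking substrate for full effect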
TNAP activators – human TNAP enzyme activators, primary screen, biochemical, luminescent, no phosphate acceptor, uHTS (AID 1001); Alkaline phosphatase, tissue-nonspecific isozyme (Homo sapiens); purified TNAP, luminescent activation assay, no phosphate acceptor; higher activation fold means a stronger effect; activation fold at 20 µM, or EC50 in µM where a hit was titrated; 200,000 tested, 0.03% active; in the data active means activation fold from about 3, or a potency from the dose series; inactive means the rest, 99 in 100 with activation fold below about 1.6; further: many of its hits are not listed in these tables
PMI inhibition – human PMI inhibitors, high substrate, primary screen, biochemical, fluorescence intensity, high mannose 6-phosphate (AID 1220); Mannose-6-phosphate isomerase (Homo sapiens); recombinant PMI enzyme, coupled fluorescence intensity; higher % means a stronger effect; inhibition, % at 20 µM, or IC50 in µM where a hit was titrated; 190,000 tested, 0.66% active
K1F lysis inhibition – inhibition of K1F phage lysis, E. coli UTI89, bacterial capsule biogenesis inhibitors, alamar blue (AID 488966) | E. coli UTI89 K1F phage lysis, alamar blue, 2 h; higher % means a stronger effect | 340,000 tested, 0.02% active | inhibition, % at 100 µM; hits with a dose series show IC50 in µM;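 active means phage lysis inhibition, versus mean bacterial control, above a set limit; inconclusive means no clear call, values can overlap the other calls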;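 further: capsule biogenesis inhibitors block K1F phage lysis so surviving cells raise fluorescence; higher fluorescence means more inhibition of phage lysis; actives were called in the ten point dose series up to 300 µM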
RSV antiviral HEp-2 – RSV antiviral activity via CPE protection, HEp-2 cells, primary 10 µM value included (AID 2391) | HEp-2 cells, RSV-induced CPE inhibition; higher % means a stronger effect | CPE inhibition, % at 10 µM, or IC50 in µM where a hit was titrated | 310,000 tested, 0.13% active; in the data active means a potency from the dose series; inconclusive means CPE inhibition mostly from about 23% at the one dose, without a potency; inactive means the rest, 99 in 100 with CPE inhibition below about 21%; further: strong numbers were not always called active
T cell HTS – modulators of CD8 T cell-vesicle binding, primary screen, mouse 2C CD8+ T cells, flow cytometry. 2C CD8+ T cell-vesicle binding; stronger effect = lower value. calls only at 7 µM. 330,000 tested, 0.068% active. AID 2052, 2009;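 active means response, share of CD8 T cells binding vesicles, and their 90th percentile fluorescence all below set limits, cut at about 80% in these data, passing the limit was not always enough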
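Material: 2C TCR transgenic mouse naive CD8+ T cells, MACS-purified. Also added: QL9-charged Drosophila Ld/ICAM-1/B7-1 vesicles. Timing: binding 1.5 h at 37 °C. Measured by: high-throughput flow cytometry with anti-B7-1 and anti-CD8 staining. Read-out: percent CD8+ FL2 mean versus row control. Controls: Unloaded micro-vesicles (low), QL9 vesicles with 0.7% DMSO (high).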
T cell HTS vesicle-bound % – recorded beside T cell HTS, whose call it bears; double positive events, %; measured here: CD8+ vesicle-bound cell fraction;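 binding gate set so that unloaded-vesicle control wells show 10% double positive cells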
The depositor's hits bear a star; i = inactive; u = inconclusive; x = not tested or not shown; [ ] = dose if it differs, or a comment. Unless noted, no stated cut-off is given here; in the data, active means inhibition above about 50%; inactive means the rest.

The line under a structure holds: TNAP activators	T cell HTS vesicle-bound %	PMI inhibition	K1F lysis inhibition	West Nile antiviral	RSV antiviral HEp-2	human PMI inhibition	T cell HTS	P. falciparum M17LAP	P. falciparum M1AAP
1) Cc1cn(CCC(=O)Nc2ccccc2N2CCOCC2)c2ccccc12
 : x	57	x	-0.9%	-0.9%	2.1%	x	i	-3%	2%
2) CCOC(=O)Cc1cnc(NC(=O)CSc2nc(C)cc(C)n2)s1
 : 1.1	56	12%	-0.7%	0.3%	0.3%	1%	i	-3%	10%
3) Cc1nc(CCNC(=O)CC2C(=O)NCCN2Cc2ccccc2F)sc1C (stereo not drawn)
 : x	35	x	-0.2%	-0.2%	-0.8%	x	i	9%	3%
4) Cc1cc(NC(=O)CC#N)n(-c2ccccc2)n1
 : 1.1	59	-10%	0.9%	0.1%	0.0%	-7%	i	-1%	3%
5) CCCCNC(=O)c1nc2ncc(Br)cn2n1
 : 1.1	16	10%	1.4%	3.1%	0.7%	18%	i	7%	8%
6) CCOC(=O)c1c(C)[nH]c(C)c1C(=O)CSc1nc2ccccc2n1CCOC
 : 1.1	45	2%	4.4%	-0.2%	1.8%	10%	i	7%	6%
7) N=c1n(CCN2CCOCC2)c2ccccc2n1CC(=O)c1cccc([N+](=O)[O-])c1
 : x	57	x	1.2%	-0.9%	0.5%	x	i	x	x
8) Cc1cc(=O)oc2c(C)c(OC(C)C(=O)NCCCN3CCOCC3)ccc12 (stereo not drawn)
 : x	27	x	0.2%	-0.1%	0.1%	x	i	x	x
9) Cn1c(=O)c2c(nc(NCc3ccc4c(c3)OCO4)n2C)n(C)c1=O
 : 1.1	36	8%	1.7%	-0.2%	-2.4%	7%	i	-9%	5%
10) COC(=O)c1ccccc1NC(=O)C1CC(=O)N(c2ccccc2)C1 (stereo not drawn)
 : 1.1	11	2%	2.6%	-0.4%	1.5%	2%	i	9%	4%
11) CC1=C(C#N)C2(O)C(=O)c3ccccc3C2(O)N1 (stereo not drawn)
 : 0.9	17	5%	0.4%	0.1%	2.3%	-10%	i	10%	7%
12) CC(C)(C)NC(=O)c1ccc(Sc2ccccc2)c([N+](=O)[O-])c1
 : 1	53	18%	-0.1%	-0.7%	u	16%	i	2%	-1%
13) COc1ccc(/C=C/C(=O)NCCN2CCOCC2)cc1OC
 : 1.1	20	7%	0.1%	0.6%	0.7%	1%	i	2%	9%
14) C/C(=N\NC(=O)CSc1nc2nc(C)cc(C)n2n1)c1ccccc1
 : 1	22	11%	3.6%	-0.7%	0.7%	12%	i	18%	8%
15) NC(=O)NC(=O)CSc1nnc(-c2ccco2)n1Cc1ccccc1
 : 1.1	52	8%	3.3%	0.1%	0.0%	4%	i	3%	5%
16) CC(C)[C@H](NC(=O)Cc1ccccc1)C(=O)OCc1cc(=O)n2c(n1)sc1ccccc12
 : 1.1	46	7%	-0.9%	-0.3%	8.3%	3%	i	9%	4%
17) NC(N)=N/N=C/c1ccc(Cl)c(Cl)c1
 : x	21	x	x	-0.3%	-0.3%	x	i	4%	12%
18) CCN1CCCc2cc(CN(CCN3CCOCC3)C(=S)Nc3ccccc3C)ccc21
 : 1.2	59	17%	0.1%	-1.1%	2.3%	10%	i	-3%	3%
19) CCOC(=O)C1CCN(C(=O)CCc2nnc3ccc(NCc4ccco4)nn23)CC1
 : x	60	x	-0.1%	-0.2%	3.1%	x	i	x	x
20) Fc1ccc(-c2cn3ccccc3n2)cc1
 : x	55	x	0.7%	-0.3%	1.5%	x	i	x	x
21) O=C(Nc1nnc(S(=O)(=O)N2CCOCC2)s1)c1ccccc1
 : x	12	x	4.1%	0.1%	0.1%	x	i	x	x
22) Cc1c(C(=O)N/N=C/c2cccnc2)sc(N)c1C#N
 : x	18	x	-0.1%[50 µM]	0.6%	-0.3%	x	i	x	x
23) CN(CC(=O)Nc1ccc(S(=O)(=O)N2CCCC2)cc1)Cc1ccc(Cl)c(Cl)c1
 : 1.1	21	8%	-4.9%	-1.5%	19%	4%	i	0%	3%
24) Cc1cc(C(=O)NC2CCCc3ccccc32)c(C)o1 (stereo not drawn)
 : 1	56	-9%	1.8%	0.2%	0.1%	-6%	i	5%	-8%
25) CC(C)Cn1c(N)c(C(=O)COC(=O)c2cccc(F)c2)c(=O)n(C)c1=O
 : 1	x	0%	-0.2%	-1.0%	x	-1%	x	4%	-2%
26) O=C(NCc1cccs1)C(=O)NCC(c1ccco1)N1CCN(c2ccc(F)cc2)CC1 (stereo not drawn)
 : 1.1	44	7%	0.5%	-1.2%	13%	1%	i	3%	5%
27) Cc1c(Nc2nc(-c3ccccc3)cs2)c(=O)n(-c2ccccc2)n1C
 : 1	32	10%	1.4%	-0.5%	1.8%	11%	i	-17%	5%
28) COc1cc(OC)c(S(=O)(=O)Nc2ccc(C(=O)N3CCCC3)cc2)cc1NC(C)=O
 : 1	15	-5%	-0.1%	1.0%	0.0%	-3%	i	4%	-1%
29) CC(=O)Nc1cc(C(=O)OCC(=O)c2ccccc2)ccc1C
 : 1	49	0%	0.3%	0.1%	2.5%	-5%	i	16%	2%
30) Cc1cccc(NC(=O)C2CCN(C(=O)c3ccco3)CC2)c1C
 : x	44	x	0.3%	0.1%	1.9%	x	i	x	x
31) COCCCNC(=S)Nc1ccc(CC(=O)O)cc1
 : 1.1	29	-4%	6.5%	0.6%	1.9%	-4%	i	-7%	4%
32) Nc1ccc(OC(=O)Nc2ccc(O)cc2)cc1
 : x	22	x	-0.1%	0.3%	0.6%	x	i	7%	9%
33) O=C1N(Cc2cccc(Cl)c2)C[C@@H]2C[C@@H](c3ccc4nonc4c3)N3CCC[C@@]123
 : 1.1	8	-13%	0.0%	-1.5%	9.2%	-26%	i	-8%	2%
34) NC(=O)c1cc2ccccc2o/c1=N/NC(=O)c1cccc(F)c1
 : x	22	x	0.3%	-0.2%	1.1%	x	i	x	x
35) Cc1c(C)c2ccc(OCC(=O)Nc3ccccn3)cc2oc1=O
 : x	11	x	0.4%	0.1%	1.1%	x	i	x	x
36) CCO[C@@H]1OC(C(=O)NCc2ccccc2)=C[C@H](c2coc3ccccc3c2=O)[C@H]1CCCO
 : 1.1	52	-1%	0.3%	x	-1.4%	6%	i	3%	1%
37) CCOC(=O)c1[nH]c2ccccc2c1NC(=O)c1ccc(S(=O)(=O)N2CCOCC2)cc1
 : 1	49	-6%	0.7%	x	1.2%	-4%	i	9%	2%
38) O=C(O)c1cccnc1Cl
 : 1.1	37	-16%	-0.1%	0.0%	0.1%	-9%	i	-9%	4%
39) Cc1ccc(C(=O)CC(=O)c2ccccc2C)c(O)c1
 : x	46	x	0.2%[50 µM]	-0.8%	4.3%	x	i	x	x
40) CCOc1ccc(N=C2SC(C(=O)O)CC(=O)N2C)cc1 (stereo not drawn)
 : 1.1	49	-8%	0.3%	0.2%	2.1%	-6%	i	7%	-1%
41) COc1ccc2oc(C(=O)OCC(=O)N(Cc3ccccc3)C(C)(C)C)c(C)c2c1
 : x	4	x	1.3%[50 µM]	0.6%	5.2%	x	i	x	x
42) COc1ccc(-n2ccc(=O)c(C(=O)O)n2)c(OC)c1
 : x	62	x	-0.1%	-0.1%	0.9%	x	i	x	x
43) COC1=Cc2c(ccc3ccc(=O)oc23)OC1(C)C
 : 1.1	43	2%	0.7%	1.7%	2.9%	2%	i	-6%	22%
44) C=CCS/C(=N\n1cnc2ccccc2c1=O)N1CCCCC1
 : 1.2	51	-1%	0.0%[50 µM]	-0.2%	0.4%	5%	i	1%	-1%
45) Nc1c(Cl)cc(Cl)cc1C(=O)OCC(=O)NC1CC1
 : 1.1	58	-4%	3.6%	0.0%	2.6%	1%	i	-24%	2%
46) O=C(C1CCC(CNS(=O)(=O)c2cccc3cccnc23)CC1)N1CCCC1 (stereo not drawn)
 : 1	40	5%	-2.9%	0.6%	2.7%	8%	i	0%	-2%
47) O=C(NCCc1ccccc1)c1ccccc1NC(=O)C1CCCO1 (stereo not drawn)
 : 1.1	55	1%	0.0%	-0.3%	2.1%	4%	i	-4%	-4%
48) O=C(COc1cccnc1[N+](=O)[O-])NCCc1ccc(F)cc1
 : 1.1	48	-4%	0.2%	0.1%	0.5%	0%	i	-8%	-5%
49) CCc1ccc(OC(=O)c2ccn(CC)n2)cc1
 : 1.1	30	13%	0.8%	0.0%	1.4%	14%	i	3%	-4%
50) Cc1cccc(-n2c(SCC(=O)NC3CCCC3)nnc2-c2ccoc2C)c1
 : 1.1	32	-5%	-0.3%	-0.9%	2.6%	10%	i	11%	4%
51) CC(C)CC(COCc1ccc(C(F)(F)F)cc1)N1CCN(C(=O)c2ccc(C(F)(F)F)cc2)CCC1=O (stereo not drawn)
 : 1	22	7%	-6.7%	-1.1%	-2.4%	8%	i	7%	-1%
52) Cc1ccc2nc(NC(=O)CCn3cccc3)sc2c1
 : 1.1	52	-1%	-1.8%	-0.4%	1.1%	-5%	i	-2%	4%
53) CC(=O)Nc1ccc(S(=O)(=O)N(C)CC(=O)OCCOc2cccc(C)c2)cc1
 : x	10	x	0.3%[50 µM]	1.0%	2.6%	x	i	x	x
54) O=C(CCOc1ccccc1)Nc1ccccc1F
 : x	31	x	1.7%	-1.0%	0.7%	x	i	x	x
55) Nn1c(SCC(=O)Nc2ccc(S(N)(=O)=O)cc2)nnc1C(F)(F)F
 : x	58	x	0.3%	0.9%	13%	x	i	13%	2%
